Polio RdRp inh = inhibitors of poliovirus RNA polymerase binding and polymerization; P03300; poliovirus polymerase elongation, fluorescence polarization; stronger effect = lower value; % elongation, % (compound at 16.7 µg/mL); 150,000 tested, 0.66% active; in the data active = % elongation below about 90%; note: some results filed as inactive read as strong as hits
Target sequence (P03300 1749-2209 limits assumed): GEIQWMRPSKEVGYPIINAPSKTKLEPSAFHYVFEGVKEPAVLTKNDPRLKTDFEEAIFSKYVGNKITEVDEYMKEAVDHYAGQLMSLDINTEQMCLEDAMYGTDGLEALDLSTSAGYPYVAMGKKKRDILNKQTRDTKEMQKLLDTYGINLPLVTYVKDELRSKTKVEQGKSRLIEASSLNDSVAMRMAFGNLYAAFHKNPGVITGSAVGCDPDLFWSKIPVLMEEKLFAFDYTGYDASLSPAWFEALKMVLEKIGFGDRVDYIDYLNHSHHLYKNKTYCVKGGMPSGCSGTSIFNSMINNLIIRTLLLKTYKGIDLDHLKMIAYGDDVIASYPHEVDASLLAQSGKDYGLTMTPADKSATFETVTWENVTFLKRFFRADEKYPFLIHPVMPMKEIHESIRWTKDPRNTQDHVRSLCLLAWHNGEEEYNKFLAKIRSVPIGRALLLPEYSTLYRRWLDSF
Polio RdRp inh FP z-score = recorded beside Polio RdRp inh, whose call it bears; z-score; measured here: FP z-score; hits read low
Starred values were filed as active, the others as inactive. An excerpt. The share of hits here may be higher or lower than overall.

SMILES	Polio RdRp inh	Polio RdRp inh FP z-score
CCN(Cc1ccccc1)C(=O)CSc1nc2ccccc2s1	98.0	-1.9
COCCN=c1scc(-c2cccs2)n1/N=C(\C)c1ccco1	152.0	4.9
Fc1ccc(N2CCN(c3nc4ccccc4c4nc(-c5ccccc5)nn34)CC2)cc1	107.0	1.1
Cc1ccc(CSCC(=O)NCc2ccc(F)cc2)cc1	104.0	-1.6
N#Cc1c(N2CCOCC2)nn2cc(C(=O)c3ccccc3O)cnc12	104.0	0.2
N#CC1=C(N)N(c2ccc(Cl)cc2)C2=C(C(=O)CCC2)C1c1cc(CN2CCOCC2)cs1 (stereo unspecified)	109.0	1
COC(=O)C1(C(C)C)NC(c2ccccc2OC)C2C(=O)N(C)C(=O)C21 (stereo unspecified)	102.0	0.1
Cc1cs/c(=N\C(=S)Nc2ccccc2)n1C	102.0	0.1
O=C(O)CN1C(=O)/C(=c2\sc3nc4ccccc4n3c2=O)c2ccccc21	103.0	0.5
OCC1OC(Nc2ccccn2)C(O)C(O)C1O (stereo unspecified)	101.0	-0.2
Cc1ccc(N2CCN(/N=C/C3=C(N4CCOCC4)C(=C\c4ccccc4)/CC3)CC2)cc1	102.0	0.2
CCc1ccc(C2=CC(c3cccc(Br)c3)C(C#N)C(=O)N2)cc1 (stereo unspecified)	101.0	-0.1
Cc1cc(C)c(NC(=O)Cn2c(=O)n(-c3cccc(C(F)(F)F)c3)c(=O)c3c(C)c(C)sc32)c(C)c1	108.0	0.5
CC1=NOC(=O)/C1=C/c1ccc(-c2ccccc2)o1	105.0	1
CN1CCCC(OC(=O)c2cccnc2Cl)C1 (stereo unspecified)	100.0	-0.6
N/C(=N\O)c1ccccn1	104.0	1.9
CSc1cccc(NC(=O)C2CCN(S(=O)(=O)c3ccc4[nH]c5c(c4c3)CCCCC5)CC2)c1	107.0	0
CCOC(=O)N1CCN(C(=O)C2CC(=O)N(c3ccccc3)C2)CC1 (stereo unspecified)	99.0	-0.8
COc1ccc(-n2nc3cc(C)c(NC(=O)c4ccc(C)cc4C)cc3n2)cc1Cl	108.0	0.9
CCc1ccc(S(=O)(=O)c2nnn3c2nc(NCc2ccccc2)c2cc(Cl)ccc23)cc1	104.0	-0.3

Three entries drawn at random from the list so far:
SMILES	Polio RdRp inh	Polio RdRp inh FP z-score
COc1ccc(-n2nc3cc(C)c(NC(=O)c4ccc(C)cc4C)cc3n2)cc1Cl	108.0	0.9
Cc1cs/c(=N\C(=S)Nc2ccccc2)n1C	102.0	0.1
CSc1cccc(NC(=O)C2CCN(S(=O)(=O)c3ccc4[nH]c5c(c4c3)CCCCC5)CC2)c1	107.0	0

Remaining list, next part
SMILES	Polio RdRp inh	Polio RdRp inh FP z-score
CCOc1cccc2cc(S(=O)(=O)c3ccccc3F)c(=O)oc12	104.0	-0.8
CC(C)(C)C(=O)NC1CCN(CC(=O)Nc2ccccc2)CC1	100.0	-0.6
Cc1ccc(CNC(=O)C2CCN(C(=O)N3CC(C)Oc4ccc(Cl)cc43)CC2)cc1 (stereo unspecified)	111.0	0.8
Cc1ccccc1NC(=O)Cn1c(=O)oc2cc(Br)ccc21	102.0	-0.1
C=CCSc1nnc(NC(=O)Cc2coc3c(C)c(C)ccc23)s1	104.0	0.7
O=C1SCCC1NS(=O)(=O)c1ccccc1 (stereo unspecified)	103.0	0.2
c1ccc2oc(-c3nn4c(Cn5nnc6ccccc65)nnc4s3)cc2c1	100.0	-0.1
NC(=O)CSc1nc2ccccc2s1	100.0	-0.2
CCOc1cc(C(=O)NCc2ccc3[nH]c(C)cc3c2)cc(OCC)c1OCC	103.0	0.4
COc1ccc(-c2n[nH]c(=O)[nH]2)cc1	102.0	0.3
CSc1ccc(S(=O)(=O)N2CCOCC2)cc1	103.0	0.5
O=C(CNC(=S)N(Cc1ccccc1)Cc1cccnc1)NC1CC1	101.0	-0.2
O=C(Nc1ccccc1C(=O)NC1CCCC1)NC1CCCC1	101.0	-0.4
CCOC(=O)c1cnc2c(ccc3ccccc32)c1Nc1cccc(C(F)(F)F)c1	105.0	0
CSc1oc(-c2ccco2)nc1S(=O)(=O)c1ccccc1	101.0	0.5
COC(=O)C(N)C(C)C (stereo unspecified)	96.0	-0.4
CC(=O)c1ccc(N2C(=O)N(Cc3cccc(C(F)(F)F)c3)c3ccccc3S2(=O)=O)cc1	113.0	1.3
CNC(=O)C1CCCN(c2nn3cc(-c4ccc(OC)cc4)nc3s2)C1 (stereo unspecified)	105.0	0.6
COc1cccc(Cn2nnc(C(=O)Nc3cc(C)ccc3C)c2N)c1	99.0	-2
COc1cccc(-n2cc(C(=O)NCc3ccccc3Cl)c3ccccc3c2=O)c1	101.0	-0.2

At a glance, some entries already given:
SMILES	Polio RdRp inh	Polio RdRp inh FP z-score
CCOc1cccc2cc(S(=O)(=O)c3ccccc3F)c(=O)oc12	104.0	-0.8
CC(C)(C)C(=O)NC1CCN(CC(=O)Nc2ccccc2)CC1	100.0	-0.6
Cc1ccc(CNC(=O)C2CCN(C(=O)N3CC(C)Oc4ccc(Cl)cc43)CC2)cc1 (stereo unspecified)	111.0	0.8

Later entries.
SMILES	Polio RdRp inh	Polio RdRp inh FP z-score
CN1CCC(N(C)C(=O)/C(C#N)=C/c2ccc(OC(F)F)cc2)CC1	99.0	-0.1
COC(=O)c1ccccc1NC(=O)c1ccc(CN2CC(=O)N3CCCCC3C2=O)cc1 (stereo unspecified)	109.0	-0.2
CC1(C)CCc2cc(-c3ccn(S(=O)(=O)c4cccc(C(F)(F)F)c4)n3)ccc2O1	103.0	-0.5
N#CCn1c(CSc2n[nH]c(N)n2)nc2ccccc2c1=O	110.0	1
O=C(CSc1ccccc1)N1CCN(C(=O)C2CCCO2)CC1 (stereo unspecified)	100.0	0
CC(OC(=O)c1oc2ccccc2c1CSc1ncn[nH]1)C(=O)Nc1ccc(S(=O)(=O)Nc2ncccn2)cc1 (stereo unspecified)	100.0	-0.3
O=C(OCCN1CCCC1=O)c1sc2cc(Cl)ccc2c1Cl	101.0	0
Cc1noc(C)c1COc1cccc(C(=O)OCN2C(=O)c3ccccc3C2=O)c1	107.0	0.9
CCOC(=O)c1c(NC(=O)COc2ccccc2F)sc2c1CCCC2	106.0	0.4
COc1ccc(CNC(=O)C2=CC(c3ccc(OC)c(OC)c3)=NS(=O)(=O)N2C)cc1	109.0	0.1
Cc1cccc2c(=O)c(NC(=O)N3CCC(C(N)=O)CC3)c[nH]c12	102.0	0.1
CCOC(=O)N1CCC(NC(=O)c2ccc3c(c2)N(Cc2cccc(Cl)c2)C(=O)c2ccccc2S3=O)CC1 (stereo unspecified)	99.0	-0.6
CC(=O)Oc1ccccc1C(=O)NCc1ccc(C)cc1	107.0	0.5
COc1cc(OC)c(OC)cc1/C=N/n1c(C)nnc1-n1nc(C)cc1C	102.0	0
CCCCCc1c(C)nc(-c2ccccn2)[nH]c1=O	103.0	0.3
CN1CCN(c2ccc(CNS(=O)(=O)c3ccc(-c4ccno4)s3)cc2)CC1	101.0	-0.3
COc1ccc(NC(=O)CC2C(=O)N(c3ccc(F)cc3)C(=O)N2Cc2cccnc2)cc1 (stereo unspecified)	117.0	2.2
COc1ccc(OCC(=O)N(C)CC2COc3ccccc3O2)cc1 (stereo unspecified)	101.0	0
Cc1cccc(OCCCC(=O)Nc2ccccc2N2CCOCC2)c1	99.0	-0.5
O=C(OCCN1C(=O)c2ccccc2C1=O)c1cccc(C(F)(F)F)c1	104.0	-0.4
COc1ccc(F)cc1S(=O)(=O)Nc1ccc2c(c1)CCCN2C(=O)c1cccs1	108.0	0.4
CCCCS(=O)(=O)Nc1ccc2cn[nH]c2c1	98.0	-0.8
CC(C)NC(=O)CCCc1nc(-c2ccc(Cl)cc2)no1	101.0	-0.7
CCCCN(CCCNC(=O)c1cc(Nc2ccccc2OC)nc2ccccc12)c1ccccc1	103.0	-1.1
COc1ccc(Nc2nc3ccccc3c3nnc(C)n23)cc1Cl	107.0	0.5
CCOc1ccc(C2c3cc(OC)c(OC)cc3CC(=O)N2c2ccccc2)cc1 (stereo unspecified)	102.0	0.1
CC(C)N(C(=O)Nc1ccccc1)C(C)C	104.0	0.8
Cc1cccc(N2CCN(S(=O)(=O)c3ccc4c(c3)CC(=O)N4C)CC2)c1C	104.0	-0.5
COC(=O)c1ccccc1NC(=O)c1nc(S(=O)(=O)Cc2ccccc2F)ncc1Cl	115.0	1.4
COc1ccc(S(=O)(=O)Nc2ccc(O)c(Sc3ncn[nH]3)c2)cc1	101.0	0.3
Cc1nc(-n2nc(C)c(CCC(C)C)c2C)sc1C(=O)Nc1ccc(Br)cc1	107.0	0.3
O=C(O)COc1ccc(-n2cccc2)cc1	101.0	-0.1
CCc1nn(-c2ccccc2)c(=O)c2ccccc12	101.0	0.1
CN(Cc1ccccc1)S(=O)(=O)c1ccc(-c2cnc(C3CC3)o2)cc1	107.0	0.1
Clc1ccccc1N1CCN(c2ncnc3c2c(-c2ccccc2)cn3-c2ccccc2)CC1	114.0	1.2
O=C(Nc1ccc(F)cc1)N1CCC(Nc2nc3ccccc3o2)CC1	104.0	0.5
Cc1csc(SC(C)C(=O)Nc2ccc(S(=O)(=O)N3CCCC3)cc2)n1 (stereo unspecified)	102.0	0
Cc1ccc(NC(=O)C2CCCN2S(=O)(=O)c2cccc3nsnc23)c(Br)c1 (stereo unspecified)	109.0	1.2
CCc1nn(CCCC(=O)NCc2ccccc2OC)c(=O)c2cc3occc3n12	108.0	0.3
N#Cc1cc(C(=O)c2cc(F)ccc2O)cn(C2CC2)c1=O	108.0	0.7
COc1ccc(N2C(=O)c3ccccc3NC23CC2CC=CC23)cc1 (stereo unspecified)	100.0	-0.4
COc1cccc(NC(=O)c2cc(CN3CCOCC3)on2)c1	104.0	-0.6
NCCNCC1COC2(CCCCCCCCCCC2)O1 (stereo unspecified)	100.0	-0.3
Cc1cccc(C)c1-n1ncc(C(=O)Nc2ccc3c(c2)OCCO3)c1C1CCN(C(=O)OC(C)(C)C)CC1	106.0	-0.1
O=C(Nc1nc2ccc(S(=O)(=O)N3CCCC3)cc2s1)c1cccc(F)c1	109.0	0.4
COc1ccc2c(c1)C(C)(CC#N)C(=O)N2C (stereo unspecified)	102.0	0.1
CCOC(=O)Nc1ccc2c(c1)N(CCCN(C)C)c1ccccc1CC2	101.0	-0.3
CC(C)(C)NC(=O)NNc1nc2ccc(Cl)cc2s1	101.0	-0.1
CCOc1ccc2[nH]c(=O)c(CNCCCO)cc2c1	102.0	-0.1
N#Cc1cc2c(N)c(C(=O)Nc3ccccc3)sc2nc1N	104.0	0.1
CC1CCN(Cc2c(C(=O)N/N=C/C=C/c3ccccc3)nnn2-c2nonc2N)CC1	101.0	-0.2
Cc1ccc(S(=O)(=O)Cc2nc(-c3ccc(C(=O)NC(C)C)cc3)oc2C)cc1	101.0	-0.5
COc1ccc(-c2nc(SCC(=O)c3ccc(Br)cc3)n[nH]2)cc1	99.0	-1.2
O=S(=O)(NCCc1c[nH]c2ccccc12)c1ccccc1	106.0	0.5
Cc1nc(C)c(CC(=O)O)c(=O)[nH]1	102.0	0.1
O=C(Nc1nc(-c2ccc(Br)cc2)ns1)c1ccccc1F	102.0	-0.2
Cc1ccc(O)c(C(=O)c2cnc3onc(-c4ccc(F)cc4)c3c2)c1	107.0	0.4
O=C(CCN1CCC(c2cccs2)=N1)c1cccs1	110.0	1.3
CC1CCCCC1NC(=O)CN(C)S(=O)(=O)c1ccc2c(c1)c(=O)n(C)c(=O)n2C (stereo unspecified)	102.0	0.4
COc1ccc(-n2c(O)cnc2Nc2nc(C)cc(C)n2)cc1OC	100.0	-0.2

Arranged by number of heavy atoms (highest first): some entries from above
SMILES	Polio RdRp inh	Polio RdRp inh FP z-score
COc1ccc(F)cc1S(=O)(=O)Nc1ccc2c(c1)CCCN2C(=O)c1cccs1	108.0	0.4
Cc1ccc(S(=O)(=O)Cc2nc(-c3ccc(C(=O)NC(C)C)cc3)oc2C)cc1	101.0	-0.5
COc1ccc(S(=O)(=O)Nc2ccc(O)c(Sc3ncn[nH]3)c2)cc1	101.0	0.3
CC(C)(C)C(=O)NC1CCN(CC(=O)Nc2ccccc2)CC1	100.0	-0.6
CN1CCCC(OC(=O)c2cccnc2Cl)C1 (stereo unspecified)	100.0	-0.6

Other compounds
SMILES	Polio RdRp inh	Polio RdRp inh FP z-score
O=C1NC(=O)N(C2CCCCC2)C(=O)/C1=C/c1ccc(Br)cc1	100.0	-0.1
CCN(c1cccc(C)c1)S(=O)(=O)c1cc2c(cc1C)n(C)c(=O)c(=O)n2C	111.0	0.9
CC1CN(C2CC(O)C(CO)O2)C(=O)NC1=O (stereo unspecified)	101.0	0
Cc1ccccc1OCCn1c(CCNC(=O)C2CCCCC2)nc2ccccc21	108.0	0.2
CCc1ccc(OCc2cc(=O)n3cc(C)sc3n2)cc1	109.0	0.3
COc1ccccc1N=c1scc(-c2ccco2)n1/N=C/c1ccco1	104.0	0.1
CCN(c1ccc(C)c(C)c1)S(=O)(=O)c1ccc2c(c1)oc(=O)n2C	103.0	0.4
Cc1nc(SCC(=O)c2ccc(NS(C)(=O)=O)cc2)n(C2CCCCC2)c1C	103.0	-0.1
Cc1ccc(CSc2nnc(-c3ccncc3)n2CC2CCCO2)cc1 (stereo unspecified)	103.0	0.4
OCCOc1ccc(OCCO)cc1	99.0	-0.1
O=C(Nc1ccc(F)c(Cl)c1)c1cc(S(=O)(=O)NCc2ccc3c(c2)OCO3)ccc1F	107.0	-0.2
O=C(/C=C/c1ccc(Cl)cc1Cl)NCc1cccnc1	106.0	1.5
c1ccc(CCn2c(CSc3nc4ccccc4o3)nc3ccccc32)cc1	106.0	0.3
NC(=O)C1CCCN(C(=O)c2ccc3c(c2)NC(=O)CS3)C1 (stereo unspecified)	101.0	-0.1
CCc1nc(-c2cc(S(=O)(=O)N3CCN(c4ccc(OC)cc4)CC3)ccc2OC)no1	110.0	0.5
COc1ccc(OCc2nc3ccccc3n2Cc2ccccc2Cl)cc1	111.0	0
CC1(C)CC(=O)C(C=NCC2CCN(C(=O)c3ccccc3)CC2)=C(O)C1	104.0	0.5
Cc1c(C)n(Cc2ccc(Cl)cc2)c2ccc(C(=O)NCc3ccco3)cc12	101.0	-0.1
CN1CCc2c(sc3c2C(=O)NC(/C=C/c2ccco2)N3)C1 (stereo unspecified)	104.0	0.7
CN(c1ccc(Cl)cc1)c1cc(=O)n(C)c2ccccc12	102.0	0.1
CCc1ccc(N(CC)C(=O)c2sc3nc4n(c(=O)c3c2C)CCCC4)cc1	110.0	0.8

Source: PubChem BioAssay (ICCB-Longwood Screening Facility, Harvard Medical School)
